MPTP block: blocks calcium-induced mitochondrial swelling; inhibition, % at 10 µM; isolated mouse mitochondria, Ca2+ swelling absorbance, 30 min; hit rate 1.4% among 360,000;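 active = inhibition of 50% or more, scaled per plate between neutral and stimulator controls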;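 note: 0% = DMSO wells given calcium and 100% = 1 mM EGTA wells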
Numbers without * were called inactive. This is a subset; count on the stated rates, not on these rows.

> COC(=O)C1=CN(c2ccc3c(c2)OCO3)C(N)=C(C#N)C1c1ccc(-c2ccccc2)cc1 (stereo unspecified)
  MPTP block = -0.8

> Fc1cccc(Cc2c(-c3cccc(Br)c3)nc3ccc(Cl)cn23)c1
  MPTP block = 1.1

> COc1cc(C)ccc1S(=O)(=O)NC(=O)C1(C)CCN1C(=O)Cc1ccccc1Cl (stereo unspecified)
  MPTP block = -0.1

> COc1cccc(C=Cc2nccc3ccccc23)c1OC
  MPTP block = 0.8

> CCCCCCN1CCN(C2CN(Cc3ccc(C)cc3)S(=O)(=O)C2)CC1 (stereo unspecified)
  MPTP block = 0.2

> CC(C)=CCC[C@H](C)CC1Cc2[nH]c(=S)[nH]c(=O)c2C(c2ccc(F)cc2)O1 (stereo partly specified)
  MPTP block = 0.8

> Cc1cccnc1C(NC(=O)C1CCN(Cc2ccc(Cl)cc2)CC1)c1ccc(F)cc1 (stereo unspecified)
  MPTP block = -0.2

> C(=C\c1ccccc1)/CN1CCN(C(c2cccs2)c2nnnn2C2CCCC2)CC1 (stereo unspecified)
  MPTP block = 2.2

> CC(C)S(=O)(=O)N1CCCC(c2cc(C(=O)Nc3ccc(F)c(Cl)c3)no2)C1 (stereo unspecified)
  MPTP block = -0.3

> Cc1ccc(CN2C(=O)C(C)Oc3ccc(C)cc32)cc1 (stereo unspecified)
  MPTP block = -0.8

> CCOC(=O)C1(C)CCN1C(=O)c1ccc(OC)c(F)c1 (stereo unspecified)
  MPTP block = 0.4

> CC(C)C[C@H]1CN(CCCC[C@H]2CNC(=O)C(=O)N2Cc2ccccc2)C(=O)C(=O)N1CCc1ccc(O)cc1
  MPTP block = -1.7

> Cc1ccc(NC2CCCN(C(=O)c3nonc3C)C2)cc1C (stereo unspecified)
  MPTP block = 1.3

> C/C(=N\NC(=O)c1nnn(-c2nonc2N)c1CSc1ccc(C)cc1)c1cccnc1
  MPTP block = 0.7

> CCc1nc2ccc(C(=O)NCCCn3ccnc3)cn2c1N(C)CCCc1ccccc1
  MPTP block = -1.4

> O=C(Nc1ccccn1)C1CCN(C(=O)c2ccc(Cl)cc2)CC1
  MPTP block = -1.2

> CCOC(=O)C1(C)CCCN(C(=O)c2ccccc2)C1 (stereo unspecified)
  MPTP block = -1.9

> CCOC(=O)C1=CCC2C(=O)N(C3CCCCC3)C(=O)C12 (stereo unspecified)
  MPTP block = -0.7

> CC1CCN(S(=O)(=O)c2ccc3c(c2)C(Cl)(Cl)C(=O)N3)CC1
  MPTP block = -0.8

> COc1ccc2c(c1)Cc1cc(NC(=O)c3ccccc3-c3ccccc3C(=O)O)ccc1-2
  MPTP block = 1.4

> CCc1nc2ccc(C(=O)N3CCCC(C(N)=O)C3)cn2c1N(CCC(C)C)CCN(C)C (stereo unspecified)
  MPTP block = -0.5

> CCOC(=O)[C@]12CCCC=C1N(Cc1ccc(Cl)cc1Cl)C(=O)[C@H](CC(=O)N1CCN(C(=O)C3CC3)CC1)C2
  MPTP block = -0.4

> CC(OC(=O)C1=COCCO1)C(=O)NC1CCCC(C)C1C (stereo unspecified)
  MPTP block = 1.1

> CCCS(=O)(=O)NC(=O)C1(C)CCCN(C(=O)c2cncc(Br)c2)C1 (stereo unspecified)
  MPTP block = -0.5

> C[C@H](NC(=O)c1ncn2c1C(=O)N[C@@H](C)C2)C(=O)OC(C)(C)C
  MPTP block = 0.1

> C[C@H](CO)N1C[C@H](C)[C@H](CN(C)S(=O)(=O)c2ccccc2)OCc2cnnn2CCCC1=O
  MPTP block = -0.8

> COc1cc(-c2cnc3c(NC=O)cc(-c4ccc(S(C)(=O)=O)cc4)cn23)cc(OC)c1OC
  MPTP block = -0.6

> COC(=O)c1ccccc1S(=O)(=O)N1CCC(C(=O)NCc2ccccn2)CC1
  MPTP block = -0.2

> O=C(NN=Cc1ccc2c(c1)CCC2)c1ccccc1[N+](=O)[O-]
  MPTP block = -1.1

> OC[C@@H]1CN(Cc2ccc(-c3ccccc3)cc2)C[C@H](n2cnc3c(NCc4ccco4)ncnc32)O1
  MPTP block = 0.1

> O=C(CC1c2cc(F)ccc2C=C(c2ccsc2)N1c1ccc(C#CCCO)cc1)c1ccco1 (stereo unspecified)
  MPTP block = 0.8

> CC(C)NC(=O)C1(C)CN(S(C)(=O)=O)CC(=O)N1C1CCN(Cc2ccccc2)CC1 (stereo unspecified)
  MPTP block = -1.5

> CC(Sc1nc2ncc(Cl)cc2[nH]1)C(=O)Nc1ccccc1[N+](=O)[O-] (stereo unspecified)
  MPTP block = 2.1

> CC(=O)Nc1ccc(OCCCN2CCC(C(O)(c3ccccc3)c3ccccc3)CC2)cc1
  MPTP block = -0.2

> COc1ccc(NC(=O)c2cc(-c3cc(C)cs3)[nH]n2)cc1OC
  MPTP block = 0.6

> NC(c1ccccc1)c1csc(Nc2ccc(C(=O)NCCO)cc2)n1 (stereo unspecified)
  MPTP block = -0.9

> O=C(Nc1ccccc1F)c1nc[nH]c1C(=O)NCc1ccccc1
  MPTP block = -1.0

> CCCCn1nnnc1C(c1ccccc1)N1CCN(c2ccc(C(F)(F)F)cn2)CC1 (stereo unspecified)
  MPTP block = 0.9

> CCOC(=O)[C@]12CCC=C1N(Cc1ccc(Cl)cc1Cl)C(=O)[C@H](CC(=O)NCc1ccc(C)o1)C2
  MPTP block = -3.1

> C[C@H]1CN([C@@H](C)CO)C(=O)c2cc(C#CC3(O)CCCC3)cnc2O[C@H]1CN(C)C(=O)C1CC1
  MPTP block = 2.7

> CCN(CC(=O)Nc1ccc(OC)cc1)C(=O)C1CC(=O)N(Cc2ccccc2)C1 (stereo unspecified)
  MPTP block = -0.3

> CCN(CC(=O)Nc1ccc(OC)cc1)CC(=O)Nc1cccc(S(=O)(=O)N2CCOCC2)c1
  MPTP block = 0.6

> O=C(C[C@H]1C[C@@H]2c3cc(NS(=O)(=O)c4ccccc4)ccc3O[C@@H]2[C@H](CO)O1)NC1CCCC1
  MPTP block = -2.0

> Nc1[nH]c(C(=O)c2ccccc2)c(-c2cccc3ccccc23)c1C(=O)NCc1ccccc1
  MPTP block = 2.0

> O=C(Nc1cccc(C(F)(F)F)c1)c1ccc(-c2ccc(F)c(F)c2)c2ccoc12
  MPTP block = 0.2

> COc1ccccc1CCNC(=O)CSCC(=O)Nc1ccccc1F
  MPTP block = -0.3

> COc1cc(NC(=O)CCc2c(C)noc2C)c(C(=O)O)cc1OC
  MPTP block = 0.0

> CCCCN(C(=O)COc1ccc(F)cc1)c1c(N)n(CC(C)C)c(=O)[nH]c1=O
  MPTP block = -0.6

> c1ccc(-c2nn3c(-c4ccccc4)nnc3o2)cc1
  MPTP block = -0.4

> O=C(NCc1ccncc1)C1Cc2c(-c3ccc(Cl)cc3)ccnc2O1 (stereo unspecified)
  MPTP block = -1.4

> COc1ccc([C@H]2C[C@H](O)[C@@H](n3cc(C4CC4)nn3)CN2C(=O)c2cccs2)cc1
  MPTP block = -0.8

> Cc1ccc(F)c(S(=O)(=O)NC(=O)C2(C)CCN2C(=O)Cc2ccc(Cl)cc2Cl)c1 (stereo unspecified)
  MPTP block = -0.7

> CCCNC(=O)C1(C)CCCN(Cc2noc(-c3c(C)noc3C)n2)C1 (stereo unspecified)
  MPTP block = -0.2

> O=C1c2ccccc2CCC12OC2c1ccc([N+](=O)[O-])cc1 (stereo unspecified)
  MPTP block = -0.2

> CNc1ncnc2c1ncn2[C@H]1CN(Cc2ccc(Cl)cc2)C[C@@H](CO)O1
  MPTP block = -1.9

> COc1cc2cc(C(=O)NCCc3c[nH]c4ccccc34)c(N)nc2cc1OC
  MPTP block = 0.7

> COc1ccc(CNC(=O)c2ccc3nc(C)c(N(C)Cc4ccc(NC(C)=O)cc4)n3c2)cc1
  MPTP block = 0.9

> COC1=CC(=O)OC(c2cccc([N+](=O)[O-])c2)C1 (stereo unspecified)
  MPTP block = -2.4

> O=C(Nc1ccc(F)c(Cl)c1)c1cc(C2CCCN(C(=O)C3CC3)C2)on1 (stereo unspecified)
  MPTP block = 0.2

> COCCN1C(=O)COc2ccccc2C1C(=O)NC(C)(C)C (stereo unspecified)
  MPTP block = -0.1

> CCCCCCCCN1C(=O)[C@H](CC(=O)N2CCOCC2)C[C@@]2(C(=O)OC)CC(C)(C)CC=C12
  MPTP block = -1.6

> CN(CCCn1ccc(N)nc1=O)Cc1ccco1
  MPTP block = -2.3

> CC1(C(=O)NS(=O)(=O)c2cccc(C#N)c2)CCN1C(=O)C/C=C/c1ccccc1 (stereo unspecified)
  MPTP block = -1.8

> c1ccc(-c2cc3nc(NCc4cccs4)ccn3n2)cc1
  MPTP block = 0.2

> CCc1ccc2c(c1)NC(=O)C2(C)Cc1ccc(Cl)cc1 (stereo unspecified)
  MPTP block = 0.9

> CCCNC(=O)C1(C)CCCN(C(=O)COCc2ccccc2)C1 (stereo unspecified)
  MPTP block = -0.4

> CNc1cc(-c2c(OC)cccc2OC)ncn1
  MPTP block = -1.5

> COc1ccc(C2=Nc3ccccc3NC(=O)C2N(CCCn2ccnc2)C(=O)c2cccc(S(C)(=O)=O)c2)cc1 (stereo unspecified)
  MPTP block = 0.2

> CCc1nc2ccc(C(=O)NCCCn3ccnc3)cn2c1N(CC)Cc1cccc(Br)c1
  MPTP block = 0.2

> O=C(NC1CCCCC1)c1cccc2c(-c3ccc(F)c(F)c3)coc12
  MPTP block = 1.0

> C[C@H](O)[C@@H]1C(=O)N2CCc3c([nH]c4ccccc34)[C@@H]2C[C@@H]1N(C)C(=O)Nc1cc(Cl)cc(Cl)c1
  MPTP block = 0.3

> COc1ccc(-c2cc(NC=O)c3ncc(-c4ccc(OC)c(OC)c4)n3c2)cc1
  MPTP block = 0.2

> CC(=O)Nc1cc(-c2ccc(CO)cc2)cn2c(-c3ccc(F)cc3)cnc12
  MPTP block = 0.3

> CCCNC(=O)c1cc(C2CCCN(C(=O)C3CCCCC3)C2)on1 (stereo unspecified)
  MPTP block = -1.2

> COC(=O)[C@]12CCCCC=C1N(CCC1=CCCCC1)C(=O)[C@H](CC(=O)NCc1cccs1)C2
  MPTP block = -1.1

> COc1cc(C(O)c2nc(-c3cc4ccccc4o3)cs2)ccc1F (stereo unspecified)
  MPTP block = 59*

> CNc1cc(C(=O)Nc2cccc(OCc3ccccc3)c2)ncn1
  MPTP block = 0.5

> CSc1cccc(NC(=O)C2CC(=O)N(c3ccc4c(c3)OCCO4)C2)c1 (stereo unspecified)
  MPTP block = 0.8

> CN(Cc1ccccc1)C(CNS(=O)(=O)c1ccccc1)c1ccccc1 (stereo unspecified)
  MPTP block = 1.0

> Cc1c(C(=O)N2CCC(C)(C(=O)NS(=O)(=O)C3CC3)C2)oc2ccccc12 (stereo unspecified)
  MPTP block = 1.2

Reprinted from the part before: 2 compounds, followed by the next part.
> CN(Cc1ccccc1)C(CNS(=O)(=O)c1ccccc1)c1ccccc1 (stereo unspecified)
  MPTP block = 1.0

> Cc1c(C(=O)N2CCC(C)(C(=O)NS(=O)(=O)C3CC3)C2)oc2ccccc12 (stereo unspecified)
  MPTP block = 1.2

> CN(C(=O)COC(=O)c1cccs1)c1ccccc1
  MPTP block = -0.5

> C=CCNc1nc(NCCNC(C)=O)c2sc(-c3ccccc3)cc2n1
  MPTP block = -1.6

> COc1ccc(CCNC(=O)Nc2nnc([C@@H]3C[C@H](O)[C@@H](CO)O3)s2)cc1OC
  MPTP block = 0.5

> CC1(C(=O)NS(=O)(=O)c2ccc(F)cc2F)CCN1C(=O)c1ccc(C2CCCCC2)cc1 (stereo unspecified)
  MPTP block = 0.8

> Cc1ccc([C@H]2N[C@]3(CCCN(Cc4ccco4)C3=O)[C@H]3C(=O)N(C)C(=O)[C@@H]23)cc1
  MPTP block = 0.2

> C=C(C)Cn1c2ccc(NC(=S)NCc3ccccc3F)cc2c(=O)n1C
  MPTP block = -0.4

> CCc1nc2ccc(C(=O)N3CCN(S(=O)(=O)CC)CC3)cn2c1N(CC)CCOC
  MPTP block = -1.1

> Cc1ccc(Cn2cc(CN3CC(N4CCN(Cc5ccccc5F)CC4)CS3(=O)=O)nn2)cc1 (stereo unspecified)
  MPTP block = 0.6

> Cc1cc(=O)n(Cc2ccco2)c(=S)[nH]1
  MPTP block = -0.7

> COc1ccc(-c2ccc(CN3C(C)C(=O)N(Cc4cn(CCC5OCCO5)nn4)CCS3(=O)=O)cc2)cc1OC (stereo unspecified)
  MPTP block = 0.0

> CC(C)(C)C(=O)NCc1ccc(C(=O)CSc2nnc3n2CCCCC3)s1
  MPTP block = -0.7

> CCOC(=O)[C@]12CCC=C1N(Cc1ccco1)C(=O)[C@H](CC(=O)N1CCCC1)C2
  MPTP block = -0.4

> CCCCn1c(N)c(N(CCC(C)C)C(=O)CSc2nc3ccccc3s2)c(=O)[nH]c1=O
  MPTP block = 0.5

> C[C@@H]1CN([C@H](C)CO)C(=O)c2cc(Br)cnc2O[C@H]1CN(C)Cc1ccccc1
  MPTP block = -1.2

> COC(=O)[C@]12CCCCC=C1N(Cc1ccccc1)C(=O)[C@H](CC(=O)N1CCN(C(=O)c3ccco3)CC1)C2
  MPTP block = -2.1

> COC(=O)[C@@]12C[C@@H](CC(=O)N3CCN(C(=O)c4ccco4)CC3)C(=O)N(CCc3ccc(OC)c(OC)c3)C1=CCC(C)(C)C2
  MPTP block = 0.1

> COc1cccc(CN(C)C[C@H]2OCc3cnnn3CCCC(=O)N([C@H](C)CO)C[C@@H]2C)c1
  MPTP block = -1.0

> Cc1ccc(C(=O)N2CCN(c3ccc4c(c3)C3CC4CCN3C(=O)OCc3ccccc3)CC2)cc1 (stereo unspecified)
  MPTP block = -1.0

> COc1ccc(Nc2nnc(SCC(=O)N(CC(C)C)C3CCS(=O)(=O)C3)s2)cc1 (stereo unspecified)
  MPTP block = -1.7

> O=C(Nc1nc2ccccc2s1)c1ccc2sc([C@H]3C[C@H](O)[C@@H](CO)O3)nc2c1
  MPTP block = 1.2

> NC(COCc1ccccc1)c1csc(Nc2cc(NCCCO)ncn2)n1 (stereo unspecified)
  MPTP block = -0.8

> COc1ccc(-c2ccc3c(c2)c(Sc2ccccc2)c(-c2ccccc2)n3C)cc1
  MPTP block = 1.0

> CN(C)C(=O)c1ccc(SC(=S)NCc2ccccc2)cc1
  MPTP block = -1.0

> CN(C)c1cccc(CNC(=O)c2csc(COCCO)n2)c1
  MPTP block = 9.1

> O=[N+]([O-])c1ccc(NS(=O)(=O)c2ccc(Cl)c(Cl)c2)cc1
  MPTP block = 86*

> COc1cccc(S(=O)(=O)N2C[C@H](O)COC[C@H]3O[C@@H](CC(=O)N4CCN(C)CC4)CC[C@@H]32)c1
  MPTP block = -1.6

> NC(=O)c1cccc(-c2ccnc3c2CC(C(=O)NCCC(F)(F)F)O3)c1 (stereo unspecified)
  MPTP block = 0.0

Source: PubChem (Sanford-Burnham Center for Chemical Genomics)
